Assay outcomes as filed in PubChem BioAssay.
HCV core dimer: HCV core protein dimerization inhibition. TR-FRET GST/Flag-core106 dimerization, 1536-well. inhibition, % at 5 µM. 300,000 compounds, 0.33% hits. AID 1899;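 active = inhibition above the mean of all tested compounds plus 3 SD, set per screening campaign, cut at about 45% in these data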
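test system = GST/Flag-tagged HCV core106 proteins | probe or stimulus = Eu donor and XL665 acceptor anti-tag antibodies | times = compound-protein-antibody incubation 4 h at 22.5 °C | signal = TR-FRET, excitation 340 nm, emission 617 and 671 nm | measure = percent inhibition of core106 dimerization signal | controls = wells lacking GST-core106 and wells with excess unlabelled core106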
Efflux pump inh: blocks antifungal efflux pumps in multiplex yeast assay; S. cerevisiae Candida pump triplex, Nile Red efflux; inhibition, % at 10 µM; 330,000 compounds, 0.44% hits;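 active = plate passing quality check with inhibition over a set limit, or well fluorescence over plate mean plus 4 SD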;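 note: Nile Red retained in pooled yeast measured as flow cytometry median fluorescence; 0% = buffer negative control and 100% = Enniatin B positive control; higher means more Nile Red kept so more efflux inhibition; some compounds called inactive have numbers as strong as hits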
JMJD2C inh: blocks human GASC-1 demethylase activity | 330,000 compounds, 0.069% hits | inhibition, % at 2.35 µM | Q9H3R0 | GST-JMJD2C(1-420) H3K9me3 demethylation, DELFIA europium;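 active = more than half of a compound's replicate wells show inhibition beyond 50%, single wells judged on their own value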;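 note: signal counts dimethyl H3K9 product captured on neutravidin plate; 0% = median of DMSO wells and 100% = 0.3 times that DMSO median; strong numbers were not always called active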
Fh CTSL1 inh: cathepsin L1 inhibition, PFM18AAP counter-screen; inhibition, % at 5.96 µM; recombinant F. hepatica cathepsin L1, Z-Leu-Arg-MCA fluorescence; 300,000 compounds, 0.49% hits;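 active = inhibition above the mean of all tested compounds plus 3 SD, set per screening campaign, cut at about 17% in these data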;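 note: 0% = plate median of test compound wells and 100% = 1 µM Z-Phe-Ala-diazomethylketone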
PP1 inh: PP1-alpha (human) inhibition in PP5 counter-screen; purified PP1alpha, OMFP fluorescence; inhibition, % at 6.7 µM; 320,000 compounds, 0.9% hits; AID 2235;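 active = inhibition above the mean inhibition of all tested compounds plus 3 SD, computed separately for each screening campaign, cut at about 15% in these data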
LYPLA2 counter: LYPLA2 (human) inhibition in PME1 counter-screen; recombinant LYPLA2, FP-Rh probe fluorescence polarization; 320,000 compounds, 0.38% hits; inhibition, % at 5.9 µM; AID 2177; O95372;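 active = inhibition above the screen-wide mean plus 3 SD, limit set per campaign, cut at about 26% in these data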;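 note: 0% = LYPLA2 with DMSO and 100% = wells lacking LYPLA2 enzyme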
Target sequence (O95372 whole entry, looked up): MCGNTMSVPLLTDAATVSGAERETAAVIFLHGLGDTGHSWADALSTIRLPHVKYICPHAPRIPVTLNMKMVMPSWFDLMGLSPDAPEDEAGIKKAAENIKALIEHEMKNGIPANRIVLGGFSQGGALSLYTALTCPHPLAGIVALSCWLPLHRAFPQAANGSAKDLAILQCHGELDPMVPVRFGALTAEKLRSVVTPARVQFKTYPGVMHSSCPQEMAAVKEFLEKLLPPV
PP5 primary: blocks human protein phosphatase 5 activity | P53041 | purified PP5c, OMFP substrate fluorescence | inhibition, % at 6.7 µM | 320,000 compounds, 0.18% hits;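 active = inhibition above the campaign's mean inhibition across all tested compounds plus 3 SD, cut at about 9.5% in these data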;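 note: 0% = DMSO only and 100% = 100 µM cantharidin control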
Target sequence (P53041 whole entry, looked up): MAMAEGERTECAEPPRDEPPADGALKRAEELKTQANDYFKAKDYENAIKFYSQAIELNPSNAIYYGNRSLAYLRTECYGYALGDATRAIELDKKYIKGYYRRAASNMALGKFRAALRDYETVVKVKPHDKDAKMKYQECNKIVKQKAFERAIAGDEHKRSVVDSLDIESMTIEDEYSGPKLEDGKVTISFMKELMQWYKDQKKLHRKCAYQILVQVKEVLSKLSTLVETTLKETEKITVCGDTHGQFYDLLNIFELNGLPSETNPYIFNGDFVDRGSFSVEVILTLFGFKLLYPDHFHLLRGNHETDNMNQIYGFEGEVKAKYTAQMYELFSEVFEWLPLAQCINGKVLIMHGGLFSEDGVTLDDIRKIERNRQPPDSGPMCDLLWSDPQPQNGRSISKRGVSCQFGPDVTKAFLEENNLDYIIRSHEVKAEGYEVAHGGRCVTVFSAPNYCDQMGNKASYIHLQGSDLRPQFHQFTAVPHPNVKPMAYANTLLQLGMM
TPT1 inhibitor: blocks Candida albicans tRNA 2'-phosphotransferase. 300,000 compounds, 0.81% hits. recombinant caTPT1, FP RNA substrate dephosphorylation. inhibition, % at 5 µM. AID 1962;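 active = inhibition above the mean of all tested compounds plus 3 SD, set per screening campaign, cut at about 24% in these data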;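 note: plate controls were DMSO alone for no effect and ferristatin control at 100 nM for full effect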
PREPL inh: inhibits the human prolyl oligopeptidase-like enzyme; inhibition, % at 5.96 µM; AID 2751; 320,000 compounds, 0.68% hits; recombinant PREPL, fluorescence polarization activity-based probe; Q4J6C6; in the data active = inhibition above about 43%;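 note: 0% = enzyme with DMSO and 100% = wells lacking enzyme; many of its hits are not listed in these tables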
* = called active by the depositor; i = inactive; / = no result given.

SMILES	HCV core dimer	Efflux pump inh	JMJD2C inh	Fh CTSL1 inh	PP1 inh	LYPLA2 counter	PP5 primary	TPT1 inhibitor	PREPL inh
COC(=O)\C(C(C)=O)=C(/C=C/C=C/N(C)C)N(C)C	-1	0.0	2	7	-3	-6	-2.2	-2	-6
COc1ccc(OC)c(-c2csc(N(Cc3ccco3)C(=O)c3ccco3)n2)c1	10	0.1	88	-1	-1	-4	4.1	3	-6
Clc1ccc(OCc2cnc(Cl)s2)cc1	3	0.1	4	1	-1	0	1.0	-1	-37
O=C(CCCn1c(=O)[nH]c2ccsc2c1=O)N1CCN(c2ccccn2)CC1	-3	-0.1	11	1	1	9	-0.4	-4	-33
COc1ccc(NC(=O)Nc2cc(C(=O)O)ccc2N2CC3CC(C2)c2cccc(=O)n2C3)c(OC)c1 (configuration not stated)	-14	-0.1	9	-1	-1	6	1.0	-1	17
COc1ccccc1C(=O)N/N=C(\C)CC(=O)Nc1ccccn1	-4	0.2	3	1	-3	-2	-3.0	-4	3
COc1ccccc1N=Nc1c(O)[nH]c2ccc(Br)cc12	8	0.4*	2	7	-3	-2	0.5	21	6
CCCc1c(C)nc2ccccc2c1SCCC#N	5	0.0	3	3	-1	0	0.5	1	-2
CSc1ccc(C(=O)C2CCCN(C(=O)c3ccc4c(c3)OCO4)C2)cc1 (configuration not stated)	13	-0.1	-8	3	1	4	0.0	0	23
CCn1cc(C(=O)NCC(=O)OC)c2cc(OC)c(OC)cc2c1=O	-8	-0.1	i	2	-1	5	0.4	-8	5

Some of these compounds in order of their number in TPT1 inhibitor, largest number first:
SMILES	HCV core dimer	Efflux pump inh	JMJD2C inh	PP5 primary	TPT1 inhibitor	PREPL inh
COc1ccccc1N=Nc1c(O)[nH]c2ccc(Br)cc12	8	0.4*	2	0.5	21	6
CSc1ccc(C(=O)C2CCCN(C(=O)c3ccc4c(c3)OCO4)C2)cc1 (configuration not stated)	13	-0.1	-8	0.0	0	23
CCn1cc(C(=O)NCC(=O)OC)c2cc(OC)c(OC)cc2c1=O	-8	-0.1	i	0.4	-8	5

The listing continues.
SMILES	HCV core dimer	Efflux pump inh	JMJD2C inh	Fh CTSL1 inh	PP1 inh	LYPLA2 counter	PP5 primary	TPT1 inhibitor	PREPL inh
COc1ccc(NC(C)=O)cc1NC(=O)CN1CCN(C2c3ccccc3-c3ccccc32)CC1	5	-0.2	3	2	-1	-4	2.3	0	44*
O=S(=O)(Nc1ccncc1Cl)c1ccc2ccccc2c1	9	0.1	-5	1	2	15	0.8	-1	-3
O=C(Nc1nc(-c2ccc3ccccc3c2)cs1)c1ccc(N2C(=O)CCC2=O)cc1	14	0.0	-2	2	0	0	2.6	4	1
O=C(O)c1[nH]c2ccccc2c1C=NCc1ccccc1Cl	-3	0.0	10	5	-3	-4	-1.3	-2	14
Cc1cc(C)c(S(=O)(=O)Nc2cc(C)on2)c(C)c1	13	0.1	2	-2	0	-4	3.2	-1	-3
O=C(Nc1cc(-c2nc3ccccc3s2)ccc1Cl)c1ccc2c(c1)OCO2	4	0.1	-4	2	1	0	2.5	0	-3
CN(C)c1ccc(/C=N/NC(=O)c2ccccc2Cl)cc1	-3	0.1	4	-2	-3	-3	2.8	-1	-7
CCCCOc1nc2ccccc2nc1C(C#N)S(=O)(=O)c1ccccc1 (configuration not stated)	11	0.0	0	-2	-2	0	-0.9	-1	-2
O=C(O)c1cccc(NC(=O)c2ccc(COc3ccc(Cl)cc3)cc2)c1	2	-0.2	6	7	8	12	6.3	-1	-14
O=C(CSc1nnc(NC(=O)c2cc(Br)ccc2Cl)s1)NCC1CCCO1 (configuration not stated)	-5	-0.8	0	4	-2	-2	1.2	3	0
NC(=O)c1nsc(C(=O)N(c2ccccc2)C(C(=O)NC2CCCCC2)c2ccc(O)cc2)c1N (configuration not stated)	1	0.0	65	0	1	-4	0.6	-6	-4
CC(C)Cc1cc(C(=O)N2CCCC(CCC(=O)N(C)CCc3ccccn3)C2)no1 (configuration not stated)	-3	0.1	1	-3	-4	0	0.5	-6	-1
Cc1cc2c([nH]c3ccccc32)c(C)n1	-9	-0.1	-9	4	-3	5	0.2	-2	7
COc1ccc(-c2noc(COc3ccc4c(c3)OCO4)n2)cc1	-1	0.0	2	0	-2	1	1.9	1	0
Cc1ccc(S(=O)(=O)Cc2ccc(C(=O)N3CCN(Cc4ccccc4)CC3)o2)cc1	16	0.0	-15	-1	-5	3	2.0	1	15
C=CCN(CC=C)CC(=O)Nc1ccc(S(N)(=O)=O)cc1	-17	-0.1	-3	-4	0	0	1.8	-1	9
CC1CCc2sc(NC(=S)NC(=O)c3ccccc3)c(C#N)c2C1 (configuration not stated)	10	-0.1	9	-2	-6	-2	-0.2	2	2
COC(=O)c1sc2nc3c(cc2c1N)COC(C)(C)C3	-6	-0.1	-10	-1	-3	-2	2.2	1	15
COc1ccc(/C=C/C(=O)O)cc1S(=O)(=O)N1CCC(C)CC1	-3	-0.1	0	2	3	4	-0.1	-7	31
CS(=O)(=O)N(CC(=O)Nc1ccccc1-c1ccccc1)c1ccc(F)cc1	5	0.0	6	-3	3	1	-1.5	-3	3
Cc1cnc(CN(C)C(=O)C2CCC(=O)N(CCc3cccc(F)c3)C2)[nH]1 (configuration not stated)	-7	-0.1	13	0	-2	5	1.5	1	6
Cc1cc(C)n2cc(CSc3nnnn3-c3ccc(Cl)cc3)nc2n1	4	-0.1	3	1	0	4	-0.1	-6	-7
O=C(/C=C/c1ccc(Cl)cc1)c1cccnc1	8	0.1	/	1	9	2	5.2	0	-15
O=C(O)c1cccc(NC(=S)N/N=C/c2cccnc2)c1	1	-0.1	-1	0	-2	-5	3.2	3	-20
Cc1noc(C)c1COc1ccc(C(=O)OCC(=O)Nc2ccc(C(=O)N(C)C)cc2)cc1	0	0.2	0	7	1	7	1.2	-2	21
CCC(=O)OCCn1c(Br)nc2c1c(=O)[nH]c(=O)n2C	-4	0.1	-1	-2	-2	8	-0.5	-6	14
O=C(Nc1ccc(Cl)cc1)OC(CN1CCCCC1)C(F)(F)F (configuration not stated)	-10	0.1	-6	-3	3	-5	5.2	-6	-7
CCOc1ccc(-c2[nH]nc3c2C(c2ccc(O)cc2)C(C#N)=C(N)O3)cc1 (configuration not stated)	8	-0.1	-5	1	0	-3	4.7	-4	7
Cc1ccc(C(=O)CCNc2ccccc2)o1	2	0.1	16	-3	-7	-2	-2.4	-2	7
Cc1c(NCc2cccnc2)cccc1C(=O)O	5	0.1	8	2	1	1	-0.3	1	-3
O=C(COc1ccccc1F)c1ccc(O)cc1O	-12	0.1	-2	4	-5	9	1.7	-2	-7
COc1cccc(/C=N/NC(=O)c2ccc(CN3c4cccc5cccc(c45)S3(=O)=O)cc2)c1	39	0.3	2	-1	11	-65	4.1	-4	-17
COc1ccc(C)cc1S(=O)(=O)N1CCC2(CC1)OCCN2S(=O)(=O)c1cccs1	0	0.0	-6	-1	0	3	1.3	1	17
S=C1N(c2ccccc2)CN(C2CCCCC2)CN1c1ccccc1	4	0.1	0	6	-3	2	1.2	-3	-1
Cc1ccc(-c2csc(/C(C#N)=C/Nc3ccc4c(c3)OCCO4)n2)cc1	1	-0.1	7	-2	-5	-5	1.5	0	1
N#C/C(=C(/O)CCl)c1nnc2n1CCCCC2	-2	-0.1	-13	-1	-4	1	-1.5	-1	20
COCCNC(=O)c1ccc(CS(=O)(=O)c2ccccc2OC)o1	-8	0.3	-34	2	-2	5	2.3	-4	4
COCCN(C(=O)c1ccccc1)c1nnc(-c2cccnc2)s1	0	0.2	-5	1	0	4	2.2	1	-9
CCOC(=O)c1ccc(NC(=S)Nc2ccc(Cl)cn2)cc1	11	0.1	/	1	-6	4	-2.2	0	6
OC1(c2ccc(Cl)cc2)CCN(Cc2cn[nH]c2-c2ccccc2)CC1	2	0.0	1	-3	0	-4	3.7	-1	-32
CCOc1ccc(S(=O)(=O)N(CC)CC(=O)NCc2ccncc2)cc1C	8	-0.1	2	3	-1	4	-1.2	2	1
COc1cc(Cl)ccc1OCc1cc(C(=O)NC(C)Cc2cnccn2)no1 (configuration not stated)	3	-0.1	-8	2	3	1	3.3	3	-8
CCN(CC)S(=O)(=O)c1ccc(N2CCc3cc(OC)c(OC)cc3C2)nc1	11	0.0	-26	4	-2	5	-0.4	2	-2
CCOc1c(O)ccc(/C=C2\SC(=S)NC2=O)c1[N+](=O)[O-]	-15	-0.2	-2	6	3	-3	4.2	17	8
COc1ccc(-c2cc(C(F)(F)F)nc(-n3ccnc3C)n2)cc1	10	-0.3	-6	3	0	1	0.0	1	-8
CC(C)c1nc2c(c(=O)c3ccccc3n2C)c(=O)n1-c1ccc(F)cc1	1	3.2	-8	2	1	4	-0.3	-1	-1
COc1ccc(CCN2C(=O)CC(N3CCN(c4ccccn4)CC3)C2=O)cc1OC (configuration not stated)	-1	0.1	6	-1	3	1	3.2	1	12
Fc1ccc(-c2cc(C(F)(F)F)nc(-n3cccn3)n2)cc1	2	-0.1	-20	-2	0	-6	0.9	1	-6
CCN1CCN(C(=O)Nc2ccccc2OC)CC1	3	-0.1	26	-1	2	-7	0.3	-5	5
COc1ccc(CSc2nc(C)[nH]c2[N+](=O)[O-])cc1[N+](=O)[O-]	-8	-0.1	-8	-2	-3	14	0.7	-2	16
COc1ccc(-c2cc(C(=O)N3CCN(S(=O)(=O)c4ccccc4)CC3)[nH]n2)cc1	0	0.1	-5	2	-5	7	7.4	2	3
CC(=O)c1ccc(C(=O)N2CCCC(N3CCN(c4ccc(F)cc4)CC3)C2)s1 (configuration not stated)	-2	0.8	4	1	-3	5	1.1	1	-8
Cn1c(=O)c2c(ncn2Cc2nnc(N)s2)n(C)c1=O	-4	0.0	20	0	-4	0	2.7	2	5

Record cards, as listed above. Order of values: HCV core dimer, Efflux pump inh, JMJD2C inh, Fh CTSL1 inh, PP1 inh, LYPLA2 counter, PP5 primary, TPT1 inhibitor, PREPL inh
Record of `O=C(CCCn1c(=O)[nH]c2ccsc2c1=O)N1CCN(c2ccccn2)CC1` → -3, -0.1, 11, 1, 1, 9, -0.4, -4, -33
Record of `COC(=O)\C(C(C)=O)=C(/C=C/C=C/N(C)C)N(C)C` → -1, 0.0, 2, 7, -3, -6, -2.2, -2, -6
Record of `Cc1ccc(-c2csc(/C(C#N)=C/Nc3ccc4c(c3)OCCO4)n2)cc1` → 1, -0.1, 7, -2, -5, -5, 1.5, 0, 1
Record of `Fc1ccc(-c2cc(C(F)(F)F)nc(-n3cccn3)n2)cc1` → 2, -0.1, -20, -2, 0, -6, 0.9, 1, -6
Record of `CC(C)Cc1cc(C(=O)N2CCCC(CCC(=O)N(C)CCc3ccccn3)C2)no1` (configuration not stated) → -3, 0.1, 1, -3, -4, 0, 0.5, -6, -1

An excerpt (hit frequency here may not be typical).
